Anthrax LF inh2 = Bacillus anthracis LF protease inhibitors, primary screen, biochemical, multiplex microsphere, MLPCN library. Lethal factor (Bacillus anthracis), P15917. hit rate 0.12% among 360,000. inhibition, % at 10 µM. multiplex microsphere protease cleavage assay; note: plate controls were buffer without enzyme for full effect and enzyme alone for no effect
Target sequence (P15917 whole entry, looked up): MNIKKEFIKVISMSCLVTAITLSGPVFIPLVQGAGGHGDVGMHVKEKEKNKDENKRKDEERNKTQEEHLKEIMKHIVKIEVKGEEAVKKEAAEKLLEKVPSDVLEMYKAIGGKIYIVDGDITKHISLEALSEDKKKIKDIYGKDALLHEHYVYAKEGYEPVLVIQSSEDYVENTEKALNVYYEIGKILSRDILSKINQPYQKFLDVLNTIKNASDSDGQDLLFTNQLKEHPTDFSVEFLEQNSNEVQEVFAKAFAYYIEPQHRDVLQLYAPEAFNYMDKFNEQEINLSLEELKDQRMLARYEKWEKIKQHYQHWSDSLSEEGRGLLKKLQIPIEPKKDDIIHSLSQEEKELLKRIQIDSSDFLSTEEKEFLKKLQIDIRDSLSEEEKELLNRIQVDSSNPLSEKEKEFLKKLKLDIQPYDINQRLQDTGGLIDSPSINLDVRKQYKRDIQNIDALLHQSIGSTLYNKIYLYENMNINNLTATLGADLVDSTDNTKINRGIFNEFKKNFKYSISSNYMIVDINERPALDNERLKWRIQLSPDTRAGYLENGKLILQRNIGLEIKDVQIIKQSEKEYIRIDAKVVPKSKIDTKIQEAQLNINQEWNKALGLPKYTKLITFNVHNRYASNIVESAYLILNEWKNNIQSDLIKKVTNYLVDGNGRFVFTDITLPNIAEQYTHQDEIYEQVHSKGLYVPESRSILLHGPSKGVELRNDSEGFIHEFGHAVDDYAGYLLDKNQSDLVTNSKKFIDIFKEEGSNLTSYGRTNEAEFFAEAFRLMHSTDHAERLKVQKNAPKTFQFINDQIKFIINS
PrPC TRFRET = inhibitors of human cell surface prion protein PrPC, primary screen, cell-based, TR-FRET; Major prion protein (Homo sapiens), P04156; TR-FRET read-out; inhibition, % at 13.8 µM; hit rate 0.43% among 370,000; in the data active = inhibition above about 24%; note: 0% = median of the test wells and 100% = reference compound wells
PfHsp40 yeast = rescue of yeast from PfHsp40 toxicity, primary screen, S. cerevisiae, ATP luminescence; S. cerevisiae expressing PfHsp40, growth rescue; growth rescue, % at 12.5 µM; hit rate 0.68% among 340,000; in the data active = growth rescue above about 28%, passing the limit was not always enough; inconclusive = no clear call, values can overlap the other calls;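 note: yeast W303a lacking pdr1 and pdr3 grown in galactose medium; growth measured after three days at 30 °C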
TcdB GH inh = TcdB glycohydrolase inhibitors, primary screen, biochemical, single point, plate reader; TcdB glycohydrolase enzymatic assay; inhibition, % at 9.99 µM; hit rate 0.24% among 350,000; in the data active = inhibition above about 10%
SSB-PriA inh = inhibitors of Klebsiella pneumoniae PriA binding to SSB C-terminal tail, primary screen, biochemical, AlphaScreen; inhibition, % at 33 µM; AlphaScreen SSBct-PriA binding, biotinylated peptide; hit rate 0.6% among 430,000; PriA–SSB C-terminal tail interaction (Klebsiella pneumoniae); in the data active = inhibition mostly above about 37%, no sharp cut-off; inactive = mostly below about 20%;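 note: plate controls were negative control peptide for no effect and reference peptide for full effect; strong numbers were not always called active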
3CLpro inhibitor = SARS-CoV 3CLpro protease inhibitors, primary screen, biochemical, quenched FRET; Replicase polyprotein 1ab (Severe acute respiratory syndrome coronavirus), P0C6X7; recombinant SARS-CoV 3CLpro, quenched FRET peptide cleavage; inhibition, % at 6 µM; hit rate 0.14% among 290,000; in the data active = inhibition above about 12%
Y pestis TopoI = Yersinia pestis topoisomerase I inhibitors, primary screen, biochemical, cleavage product accumulation, plate reader, single point | DNA topoisomerase I (Yersinia pestis CO92) | Y. pestis Topo-I cleavage product accumulation | activity, % at 10 µM | hit rate 0.064% among 360,000 | AID 504884, 2011; in the data active = activity above about 50%, passing the limit was not always enough; inconclusive = no clear call, values can overlap the other calls; note: inactives centre near 2
BoNT-A LC inh2 = BoNT/A light chain protease inhibitors, primary screen, biochemical, flow cytometry, MLPCN library; inhibition, % at 10 µM; AID 588499, 2011; Botulinum neurotoxin type A light chain protease (Clostridium botulinum A str. ATCC 3502); multiplex microsphere protease substrate cleavage; hit rate 0.17% among 360,000; note: plate controls were buffer without enzyme for full effect and enzyme alone for no effect
Vc quorum ag = inducers of Vibrio cholerae quorum light production without autoinducers, primary screen, BH1578 luxS cqsA deficient, single point; hit rate 0.16% among 350,000; V. cholerae BH1578 lux reporter, luminescence, 6 h; activation, % at 18.7 µM; AID 588436, 2011; in the data active = activation mostly above about 9.7%, no sharp cut-off; inconclusive = no clear call, values can overlap the other calls; inactive = mostly below about 3.7%; note: not every result past the cut was called active; inactives centre near 0; reference of the scale not given here
Starred values were filed as active, the others as inactive; i = inactive; ? = inconclusive; · = not tested or not shown; & = joins results of further samples. Cut-off read from the data, not from the text of the source, unless noted: active = inhibition above about 30%; inconclusive = no clear call, values can overlap the other calls; inactive = below that.

SMILES	Anthrax LF inh2	PrPC TRFRET	PfHsp40 yeast	TcdB GH inh	SSB-PriA inh	3CLpro inhibitor	Y pestis TopoI	BoNT-A LC inh2	Vc quorum ag
O=C1CC(N(CCc2ccccc2)C(=S)Nc2ccccc2)C(=O)N1c1ccccc1 (stereo unspecified)	3	3	1.1	·	-4	6	-6	0.5	-0.6
COc1ccccc1CCNC(=O)CSCC(=O)Nc1ccccc1F	4	-7	·	0.4	·	·	6	0.0	i
Cc1cc(Br)ccc1SCC(=O)NNC(=O)c1ccco1	-4	-1	1.0	-0.1	-5	·	-1	-1.1	i
CC(C)N1CCc2c(sc(NC(=O)c3ccc(S(=O)(=O)N(C)CC4CCCO4)cc3)c2C(N)=O)C1 (stereo unspecified)	4	-14	-0.8	-0.2	1&12	0	12	10	i
O=C(CSc1nnc(NC(=O)c2c(F)cccc2F)s1)NC1CC1	4	4	0.2	0.5	-1	-1	-1	0.0	-0.2
CCOc1cc(C)c(Cl)cc1S(=O)(=O)NCCOC	0	-1	-0.8	0.8	-14	5	-3	-0.2	-0.4
CCOC(=O)C1=C(C)NC2=C(C(=O)C(C(=O)OC)C(C)C2)C1c1ccc(OC)c(O)c1 (stereo unspecified)	-3	-6	1.4	·	-10	4	1	?	3.0
COc1cccc(CN2CCN(Cc3ccc(C)o3)CC2CCO)c1 (stereo unspecified)	-5	-4	-0.2	-0.5	-4	1	5	-1.6	-0.4
COc1ccc(S(=O)(=O)Nc2cccc3c2O[C@H](CN(C)S(=O)(=O)c2ccc(F)cc2)[C@H](C)CN([C@H](C)CO)C3=O)cc1	-9	0	-0.3	-6.5	-10	·	33	-0.6	-1.4
CC(C)CCOc1ccc(C(=O)Nc2cc(S(=O)(=O)N3CCOCC3)ccc2N2CCOCC2)cc1	-3	3	·	-2.9	·	·	26	-0.3	-0.3
CCN(CC)c1ccc(N=CN2CCOCC2)cc1	-34	7	-0.6	-9.8	31	-4	-5	-1.9	-0.3
COc1ccccc1N1CCN(/N=C\c2ccccc2)CC1	-4	1	1.5	0.5	·	-15	9	?	-0.5
O=C(c1cccc(Cl)c1)N1CCC2CC1c1cc(N3CCOCC3)ccc12 (stereo unspecified)	0	-4	-0.5	0.5	11	·	24	0.0	i
CC(C)(C)n1nnnc1C(c1cccs1)N(Cc1ccccc1)Cc1ccco1 (stereo unspecified)	-1	1	0.2	1.1	-17	6	-5	-0.5	·
C=CCn1c(SCc2cccc(F)c2)nc2cc(C(=O)N3CCC(C(N)=O)CC3)ccc2c1=O	-5	-5	-1.1	1.5	-1	4	-1	-2.1	-0.6
O=C(N/N=C\c1cccs1)c1ccccc1-n1cccc1	-4	2	-0.7	-0.6	·	4	5	-1.0	-0.5
CN(C)c1ccc(CNC(=O)CCc2ccc(S(=O)(=O)N3CCCCCC3)cc2)cc1	·	11	0.9	1.0	17	·	46	·	-0.7
c1ccc2c(Nc3nnc(-c4ccncc4)s3)cccc2c1	-9	-8	-1.5	·	-4	-1	-3	-2.2	-1.2
Cc1ccc(NC(=O)Cc2c(Cl)cccc2Cl)cc1S(=O)(=O)N(C)C	-1	-2	1.4	·	-11	-4	-1	0.5	-0.2
CCOC(=O)N1CCN(C(=O)C2CCN(S(=O)(=O)c3ccc(NC(C)=O)cc3)CC2)CC1	0	3	0.3	0.9	-2	-1	1	1.8	-0.2
CC(C)(C)NC(=O)C(=O)NNC(=O)C12CC3CC(CC(C3)C1)C2	-5	0	1.7	·	-2	1	8	-1.0	6.7
CCCS(=O)(=O)NC(=O)C1(C)CCN(C(=O)c2cc(C)n(C(C)(C)C)n2)C1 (stereo unspecified)	-2	-4	·	0.5	·	·	-2	-0.2	-0.5
CCc1ccccc1N(C(C)=O)c1nc(CCl)cs1	-3	4	-0.8	-1.2	5	-7	9	-0.7	-0.1
O=C(c1ccc2ncsc2c1)N1CCCCC1	4	1	-1.0	3.0	-9	-5	4	0.9	i
COc1ccccc1CNC(=O)CSc1nc2ccccc2c(=O)n1CCCN1CCOCC1	-1	-7	-0.6	1.1	-10	3	17	-0.4	-0.4

Gathered by group: those above containing a tert-butyl group
SMILES	Anthrax LF inh2	PrPC TRFRET	PfHsp40 yeast	TcdB GH inh	SSB-PriA inh	3CLpro inhibitor	Y pestis TopoI	BoNT-A LC inh2	Vc quorum ag
CC(C)(C)n1nnnc1C(c1cccs1)N(Cc1ccccc1)Cc1ccco1 (stereo unspecified)	-1	1	0.2	1.1	-17	6	-5	-0.5	·
CC(C)(C)NC(=O)C(=O)NNC(=O)C12CC3CC(CC(C3)C1)C2	-5	0	1.7	·	-2	1	8	-1.0	6.7
CCCS(=O)(=O)NC(=O)C1(C)CCN(C(=O)c2cc(C)n(C(C)(C)C)n2)C1 (stereo unspecified)	-2	-4	·	0.5	·	·	-2	-0.2	-0.5

The listing continues:
SMILES	Anthrax LF inh2	PrPC TRFRET	PfHsp40 yeast	TcdB GH inh	SSB-PriA inh	3CLpro inhibitor	Y pestis TopoI	BoNT-A LC inh2	Vc quorum ag
Cc1cc(O)ccc1Nc1nc(-c2cccs2)cs1	-10	-2	-0.2	-0.8	8	0	4	-0.9	i
CCS(=O)(=O)N1CCC(C(=O)NCCCN2CCCCCC2)CC1	0	1	1.4	0.6	18	1	2	-0.4	i
ON=C1c2ccccc2-c2ccc(O)cc21	-4	-13	6.6	15*	-7	·	-2	0.2	2.2
O=C(CN1CCN(c2ccc(O)cc2)CC1)N1CCc2ccccc21	0	6	-1.5	0.0	-7	-2	-4	0.3	-0.5
CCCCCC1CC(=O)C=C(C)C1C(=O)OC (stereo unspecified)	·	-6	-1.2	-0.5	-12	4	5	·	i
CCOCCc1nnc(NC(=O)COC)s1	-1	7	-1.1	0.3	-9	-5	-2	0.1	-0.5
CN(C)Cc1ccccc1C(O)(c1ccccc1)c1ccccc1	-8	-2	-0.8	0.6	2	0	3	?	i
COC(=O)c1ccc(COc2ccc(F)cc2)o1	3	-2	-1.5	1.2	-25	-2	0	-2.5	i
CCOc1ccccc1-c1ccc2nccn2c1	12	0	·	-0.4	·	·	-1	7.7	-0.8
COC(=O)c1ccc(C(=O)OC)c(NC(=S)N2CCC(C(N)=O)CC2)c1	-9	3	0.3	-0.7	-11	-1	7	0.3	-0.3
CC(C)(C)[C@@H]1C=C(C(=O)Nc2ccccc2)O[C@H](OCc2ccc(CO)cc2)C1	-3	2	2.9	-0.3	-11	8	-10	-0.3	-0.5
CC(C)(C)c1ccc(OC(=O)N2CCOCC2)cc1	4	-6	-0.3	1.4	-9	-5	0	0.5	-0.6
Cc1ccc(S(=O)(=O)N2CCN(C(=O)CN3CCc4ccccc4C3)CC2)cc1	0	-7	0.4	·	-4	8	32	-2.3	0.4
CCOC(=O)C1=C(CS(=O)(=O)c2ccc(C)cc2)NC(=O)NC1c1ccc(O)c(OC)c1 (stereo unspecified)	-2	2	-0.7	0.9	-21	-2	-4	0.4	-0.2
O=C(c1ccc2c(c1)N(Cc1ccccc1)C(=O)CS2)N1CCOCC1	5	2	0.0	·	-6	2	-1	0.9	i
COc1ccc(NC(=S)NC(=O)/C=C/c2ccc(F)cc2)cc1	6	3	-0.1	0.3	0	-2	0	-1.0	i
Cc1cc(NC(=O)CCC(=O)N(CCC(C)C)C(C(=O)NCC2CCCO2)c2ccccc2C)no1 (stereo unspecified)	-1	-13	0.3	1.5	-4	-2	18	0.9	-0.2
COc1cc(C(=O)OC(C)C(=O)N2CCCC2)cc2c1OCCO2 (stereo unspecified)	4	3	-0.9	-1.2	-2	·	1	-0.8	i
CC(C)(C)CC(=O)Nc1cc(S(=O)(=O)N2CCCCCC2)ccc1Cl	0	3	0.2	0.9	-8	-3	2	0.3	-0.4
Cc1cc(C)c(S(=O)(=O)N2CCCOC2CNC(=O)C(=O)NCc2cccs2)c(C)c1 (stereo unspecified)	3	3	-0.7	·	-4	-7	13	-0.2	-0.3
O=[N+]([O-])c1ccccc1/C=N\N1CCN(c2ccccc2)CC1	-3	-2	-0.5	0.9	·	8	0	-1.3	-0.2
O=C(c1ccc(F)cc1)N1CCCCC(S(=O)(=O)c2ccccc2)C1=O (stereo unspecified)	0	2	1.6	·	-10	1	8	0.0	-0.3
NC(=O)CC(NC(=O)c1ccccc1)c1ccc(N2CCCCCC2)c([N+](=O)[O-])c1 (stereo unspecified)	-1	-7	8.4	-3.4	24	6	6	-0.6	-0.5
COc1ccc(-c2csc(NC(=O)CCn3cnc4ccccc4c3=O)n2)cc1OC	-11	-9	1.0	1.3	-3	-2	20	-0.6	i
O=C(NCCO)c1nc(C(=O)c2ccc(Cl)cc2)c2ccccc2n1	9	-30	-0.9	1.4	3	·	2	0.3	-0.3

Carrying on.
SMILES	Anthrax LF inh2	PrPC TRFRET	PfHsp40 yeast	TcdB GH inh	SSB-PriA inh	3CLpro inhibitor	Y pestis TopoI	BoNT-A LC inh2	Vc quorum ag
COC(=O)c1cccc(NC(=O)CSc2nnc(COc3cccc(C)c3)n2C)c1	-6	3	-0.1	·	-13	1	42	0.3	-0.5
O=C(Cc1ncc(C(F)(F)F)cc1Cl)Nc1cccc(Br)c1	-2	5	-0.8	·	-15	1	2	1.7	-3.0
CN1CCN(C(=S)c2ccc(-c3cccc(Cl)c3Cl)o2)CC1	8	-10	3.1	1.7	59	2	1	8.8	-0.2
O=C(Nc1cccc(C(=O)NC2CC2)c1)c1ccc(Cl)c(S(=O)(=O)N2CCOCC2)c1	-9	-2	-0.5	2.3	-3	·	-4	-0.2	i
CC(=O)Nc1ccc(/C=N/Nc2nc3ccccc3[nH]2)cc1	-2	-12	0.1	2.1	·	-1	-31	0.0	-0.3
CCOc1ccc(N(CC(=O)Nc2cc(C)cc(C)c2)S(C)(=O)=O)cc1	-1	0	1.3	1.0	-4	-2	1	-0.7	0.5
Cc1ccc(NC(=O)CC(=O)c2ccc([N+](=O)[O-])cc2)cc1S(=O)(=O)Nc1cccc(Cl)c1	1	5	-0.5	0.2	25	5	-31	0.2	i
O=C(CN1C(=O)NC2(CCCCCC2)C1=O)NCCc1ccc(F)cc1	-7	3	0.0	-6.7	-10	·	4	2.5	-4.0
O=[N+]([O-])c1ccc(N2CCN(c3ccc(Cl)nn3)CC2)c(Cl)c1	0	-13	0.5	·	-9	-1	2	-2.3	i
CCOC(=O)C1=C(C)NC2=C(C(=O)CC(C)(C)C2)C1c1ccc(N(C)C)cc1 (stereo unspecified)	-2	0	-1.9	·	8	4	-5	-3.2	i
COc1ccc(Br)cc1/C=N/NC(=O)CN1CCCCC1	-15	6	-1.2	0.5	·	-2	-2	-2.1	i
CCN(CC(=O)Nc1ccc(NC(C)=O)cc1)C(=O)/C=C/c1c(C)nn(-c2ccc(F)cc2)c1C	-2	-5	-0.3	0.9	16	1	3	-2.0	0.1
COc1cc(-c2cnc3c(NC=O)cc(-c4ccc(S(C)(=O)=O)cc4)cn23)cc(OC)c1OC	-7	-25	·	0.6	·	·	-1	0.5	0.9
O=C(CSc1nnnn1C1CC1)N1CCN(Cc2ccccc2F)CC1	-4	-3	-1.7	0.1	-6	·	6	-0.1	i
CCOc1ccccc1N1CC(C(=O)N(C)Cc2cccnc2)CC1=O (stereo unspecified)	-3	6	-1.7	1.2	-23	-12	8	-1.3	-0.3
CCOC(=O)c1sc(=S)n(-c2ccccc2Cl)c1SC	-1	6	1.6	-2.0	2	0	2	1.8	0.9
O=C(O)Cc1cn(Cc2ccc(F)cc2)c2ccccc12	1	7	0.6	0.3	1	5	1	0.4	0.1
Cc1c(CCO)c(=O)n(-c2ccccc2)n1S(=O)(=O)c1c(Cl)cc(Cl)cc1Cl	2	1	-1.0	·	-5	3	8	0.0	7.7
C=CCn1c(Cc2nc3ccccc3[nH]2)n[nH]c1=S	0	-2	-0.4	·	17	-3	10	-0.7	-5.4

Only part of the results is shown; the hit share may differ from the screen's.
